Screening data from PubChem.
uPA surface inh = qHTS for Inhibitors of Cell Surface uPA Generation | cell surface uPA generation assay, qHTS | Potency, µM (top dose mostly 38.3 µM), without a hit: at the top dose activity change, negative = inhibition, hits mostly inhibitors | actives 0.31% (n = 330,000); active = well fitted inhibition curve with a large enough effect; inconclusive = small, poorly fitted or top-dose-only effect; inactive = no such curve, though single readings can be large or run the other way; tested in mouse RAW 264.7 cells; note: % is set by controls: 0 for no effect and ±100 for the full control effect; nearly all actives have a fitted effect of over 55% in size
Gal4-VP16 FLuc = VP16 counterscreen qHTS for inhibitors of ROR gamma transcriptional activity | Potency, µM (top dose mostly 53.6 µM), without a hit: top-dose activity, negative = inhibition, usual class: inhibitors | Drosophila S2 Gal4-VP16 UAS-luciferase, luminescence, 20 h | actives 3.5% (n = 310,000);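 note: Gal4-VP16 expression switched on by copper sulfate through the metallothionein promoter; % is set by controls: 0 for no effect and ±100 for the full control effect; nearly all actives have a fitted effect of over 50% in size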
BRCA1 expr up = qHTS Assay to Identify Small Molecule Activators of BRCA1 Expression; actives 1.1% (n = 380,000); Potency, µM (doses to about 46.1 µM), without a hit: at the highest dose activation, hits mostly activators; MCF7-BRCA1-FFLuc reporter, luminescence, 48 h; response scale: scaled: vehicle 0%, 10 µM genistein 100%; AID 624202, 2012; note: nearly all actives have a fitted effect of over 80% in size; some results filed as inactive show a strong effect at the top dose
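Quantitative HTS in MCF7 cells stably reporting BRCA1 expression via firefly luciferase. Compound treatment lasts 48 h at 37 °C in phenol-red free MEM. Activation is expressed relative to genistein at 10 microM and DMSO.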
RORgamma inh = qHTS for inhibitors of ROR gamma transcriptional activity. actives 5.4% (n = 310,000). Potency, µM (highest dose often 53.6 µM), for inactives: top-dose activity change, negative = inhibition, usual class: inhibitors. Nuclear receptor ROR-gamma (Mus musculus), P51450. Drosophila S2 Gal4-RORgamma UAS-luciferase reporter, 20 h. AID 2551, 2010; note: % is set by controls: 0 for no effect and ±100 for the full control effect; nearly all actives have a fitted effect of over 60% in size
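Stable Schneider cell line, Gal4 DNA-binding domain fused to ROR gamma, UAS-luciferase. Cmpd 1 hr RT → CuSO4 700 uM final → 20 hr RT → luciferase reagent 10 min → luminescence.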
NPC1 prom act = qHTS Assay for NPC1 Promoter Activators | Huh7 NPC1 promoter luciferase reporter, 24 h | actives 2.4% (n = 320,000) | Potency, µM (highest dose often 9.22 µM), without a hit: top-dose activation, actives largely listed as activators;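 note: % of control where 0% means no effect; nearly all actives have a fitted effect of over 60% in size; reporter is driven by a mutant NPC1 promoter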
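Compounds in DMSO were transferred onto Huh7 NPC1-luciferase reporter cells pre-incubated 2 h; after 24 h at 37 °C, Amplite reagent was dispensed and luminescence recorded 10 min later.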
ELG1 genotox = qHTS screen for small molecules that induce genotoxicity in human embryonic kidney (HEK293T) cells expressing luciferase-tagged ELG1. HEK293T ELG1-luciferase reporter, luminescence, 16 h. Potency, µM (doses to about 46 µM), inactives show at the top dose activity change, positive = activation, usual class: activators. actives 1.3% (n = 330,000). AID 504466, 2011; note: % of control where 0% means no effect; nearly all actives have a fitted effect of over 60% in size
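ELG1-luciferase HEK293T cells, 2,000/well; compound pinned in; 16 hr, 37 °C, 5% CO2; ONE-Glo, 30 min RT; luminescence on CCD imager.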
Rab9 prom act = qHTS Assay for Rab9 Promoter Activators; actives 2.8% (n = 320,000); Huh7 Rab9 promoter-luciferase reporter, luminescence, 24 h; Potency, µM (titrated, usually from 9.22 µM), for the others: at the top dose activation, negative = inhibition, most hits filed as activators; note: % of control where 0% means no effect; nearly all actives have a fitted effect of over 60% in size
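Cells were plated at 1500 per well in reduced-serum medium with 10% FBS and left 2 h. Compound in DMSO was then added for 24 h at 37 °C. Reporter signal was read by luminescence after 10 min with luciferase detection reagent.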
p53 reactivator = qHTS assay for re-activators of p53 using a Luc reporter. H1299 p53-A138V BP100-luciferase reporter, luminescence, 24 h. Potency, µM (series often up to 92.2 µM), without a hit: at the top dose activity change, positive = activation, actives largely listed as activators. actives 0.063% (n = 320,000). AID 504706, 2011; note: % of control where 0% means no effect; nearly all actives have a fitted effect of over 45% in size
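H1299 (p53-null), stable ts p53-A138V + BP100-Luc; 1000 cells/well, Opti-MEM/10% FBS; cpd 4 pt, 1:5; 24 h, 37 deg C, 5% CO2; detection reagent 10 min RT; luminescence.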
MBNL1-CUG inh = qHTS Assay for Inhibitors of MBNL1-poly(CUG) RNA binding; Muscleblind-like protein 1 (Homo sapiens), Q9NR56; TR-FRET MBNL1-His/biotin-(CUG)12 binding, 665/545 ratio; Potency, µM (top dose mostly 57.5 µM), inactives show at the highest dose activity change, negative = inhibition, most hits filed as inhibitors; actives 0.036% (n = 280,000); active = well fitted inhibition curve with a large enough effect in the signal ratio, with a control signal flat, not every such curve was filed as active; inconclusive = small, poorly fitted or top-dose-only effect, or effect the other way, or a change in a side signal; inactive = no such curve, though single readings can be large or run the other way; the % refers to the signal ratio; note: % is set by controls: 0 for no effect and ±100 for the full control effect
Target sequence (Q9NR56 whole entry, looked up): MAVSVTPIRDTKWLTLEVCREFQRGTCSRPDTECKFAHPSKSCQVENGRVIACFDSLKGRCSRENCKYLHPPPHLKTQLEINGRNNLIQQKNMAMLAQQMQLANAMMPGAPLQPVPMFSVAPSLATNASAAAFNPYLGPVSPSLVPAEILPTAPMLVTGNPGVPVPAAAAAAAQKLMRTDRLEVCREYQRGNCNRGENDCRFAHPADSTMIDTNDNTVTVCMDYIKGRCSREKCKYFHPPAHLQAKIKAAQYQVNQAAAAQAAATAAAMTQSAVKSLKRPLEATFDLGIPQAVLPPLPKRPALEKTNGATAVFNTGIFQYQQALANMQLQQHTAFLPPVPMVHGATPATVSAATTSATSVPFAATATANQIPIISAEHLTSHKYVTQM
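TR-FRET between His-tagged MBNL1 and biotin-(CUG)12 RNA, detected with Tb anti-His antibody (0.055 ng/ul) and streptavidin-XL665 (5 nM), 60 min at room temperature. Compounds titrated 92 nM to 58 uM; 665/545 nm ratio normalized to buffer and complex controls.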
FLuc counter = qHTS profiling assay for firefly luciferase inhibitor/activator using purifed enzyme and Km concentrations of substrates (counterscreen for miR-21 project); Luciferin 4-monooxygenase (Photinus pyralis), P08659; purified FLuc, Km substrates, luminescence inhibition; Potency, µM (titrated, usually from 57.5 µM), for the others: top-dose activity change, negative = inhibition, hits mostly inhibitors; actives 6.9% (n = 360,000);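 note: plate controls were vehicle for no effect and reference inhibitor for full effect; nearly all actives have a fitted effect of over 55% in size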
Target sequence (P08659 whole entry, looked up): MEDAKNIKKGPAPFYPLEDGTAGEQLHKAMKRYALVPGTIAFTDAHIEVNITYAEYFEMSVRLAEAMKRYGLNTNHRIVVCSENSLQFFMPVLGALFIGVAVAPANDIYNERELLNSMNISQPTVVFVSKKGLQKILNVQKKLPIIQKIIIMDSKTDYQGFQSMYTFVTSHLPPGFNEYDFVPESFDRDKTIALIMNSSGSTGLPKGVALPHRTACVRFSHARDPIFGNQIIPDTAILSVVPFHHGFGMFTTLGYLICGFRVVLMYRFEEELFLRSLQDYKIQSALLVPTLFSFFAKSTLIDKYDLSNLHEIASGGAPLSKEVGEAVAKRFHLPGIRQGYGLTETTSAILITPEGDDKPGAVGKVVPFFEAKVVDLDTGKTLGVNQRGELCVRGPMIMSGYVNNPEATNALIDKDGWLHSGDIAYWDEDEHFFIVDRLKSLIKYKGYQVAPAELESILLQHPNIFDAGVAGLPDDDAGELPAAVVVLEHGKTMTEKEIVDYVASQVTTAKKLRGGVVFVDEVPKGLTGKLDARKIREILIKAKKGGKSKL
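Purified P. pyralis luciferase (10nM final) with 10uM D-luciferin and 10uM ATP (Km levels) in 50mM Tris acetate pH 7.5, 10mM Mg acetate, 0.01% Tween-20, 0.05% BSA; qHTS 6-point titration, ~60 µM downward; luminescence read.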
* = called active by the depositor; ? = inconclusive; . = no result given; [ ] = another dose, or the depositor's remark. Unless noted, calls come from the whole dose curve; as a rule, active = well fitted curve in the direction sought with a large enough effect; inconclusive = small, poorly fitted or top-dose-only effect, or another doubt; inactive = no such curve, though single readings can be large; an effect the other way counts as inactive or inconclusive. Potency is the fitted concentration of half-maximal effect.

SMILES	uPA surface inh	Gal4-VP16 FLuc	BRCA1 expr up	RORgamma inh	NPC1 prom act	ELG1 genotox	Rab9 prom act	p53 reactivator	MBNL1-CUG inh	FLuc counter
CCC1CCCCN1S(=O)(=O)c1ccc(NC(=O)c2nc(S(C)(=O)=O)ncc2Cl)cc1 (stereo unspecified)	-1%	4µM*	-90%[inhibitor]	3.2µM*	-41%[inhibitor]	-14%	-40%[inhibitor]	-27%	47%[activator]	?
CCCCC(=O)NC(=S)Nc1cccc(NC(=O)c2ccccc2)c1	6%	7.9µM*	-24%	2.2µM*	-2%	-10%	-7%	0%	-8%	?
CCN(CC(=O)Nc1cc(Cl)ccc1C)C(=O)Cc1ccsc1	7%	.	-14%	.	0%	1%	-3%	-4%	.	0%
COc1ccc(-c2nc3c(Br)c(N)c(Br)cc3o2)cc1	.	-1%	1%	16%	3.2µM*	3%	?	5%	9%	1.3µM*
NC(=O)c1ccc(-c2nnc(Nc3ccc(S(N)(=O)=O)cc3)c3ccccc23)cc1	5%	-3%	-17%	-7%	-5%	0%	-1%	0%	?	0%
COC(=O)Nc1nnc(/C=C/c2ccccc2)s1	-2%	12%	60%	9%	19%	?	22%	?	.	5.4µM*
Cc1ccc(S(=O)(=O)N2C(=O)CCC2C(=O)Nc2ccc3c(c2)OCCO3)cc1 (stereo unspecified)	2%	7%	-8%	18%	0%	-4%	-1%	9%	-3%	-1%
COC(=O)c1ccccc1S(=O)(=O)NNC(=O)C12CC3CC(CC(C3)C1)C2	12%	.	11%	.	.	2%	.	4%	.	.
CS(=O)(=O)Cc1cccc(C(=O)NN(c2ccccc2)c2ccccc2)c1	.	-4%	-6%	18%	-2%	1%	-6%	2%	-8%	4%
CCCC(C)CO (stereo unspecified)	2%	-10%	11%	19%	-1%	0%	-5%	5%	.	-1%
Cc1ccc(NC(=O)CS(=O)CC(=O)Nc2ccc(N3CCOCC3)cc2)cc1Cl (stereo unspecified)	7%	?	21%	-2%	3%	18%	7%	2%	-5%	-16%
CC(=O)N/C(=C\c1ccccc1)C(=O)NCc1ccc2c(c1)OCO2	-1%	7%	3%	-13%	0%	1%	1%	13%	1%	2%
Cc1ccc(S(=O)(=O)n2c3ccc(Cl)cc3c3nc(C)sc32)cc1	-4%	1%	-24%	20%[10 µM]	-2%	4%	-1%	?	.	-2%
CCOCCn1c(N2CCN(c3ccc(OC)cc3)CC2)nc2c1c(=O)[nH]c(=O)n2C	-2%	1%	-15%	-4%	-3%	0%	1%	-2%	-6%	5%
O=C(N/N=C/c1ccc([N+](=O)[O-])cc1)c1cc(C2CC2)nc2ccccc12	?	-35%	-59%	12%	2%	-19%	0%	-10%	?	-16%
Cc1ccc(C(=O)NCC(=O)NCC(=O)OCc2ccc(Cl)cc2)cc1	2%	-16%	1%	?	-3%	10%	2%	2%	-13%	4%
Nc1n[nH]c(-c2ccccc2)c1-c1ccccc1	0%	-2%	1%	-5%	2%	1%	5%	-8%	4%	-2%
Cc1occc(=O)c1OCc1ccccc1	-2%	-7%	21%	5%	-1%	0%	2%	2%	-3%	-3%
COc1cc(/C=C2/NC(=O)NC2=O)cc(Br)c1OCc1cccc(C(=O)O)c1	3%	-8%	38%	-23%	-4%	-2%	6%	4%	?	?
CCNS(=O)(=O)c1ccc(NC(=O)Cn2cc([N+](=O)[O-])cn2)cc1	1%	-1%	21%	7%	0%	-1%	-3%	2%	7%	-1%
COc1ccc(/C=N/NC(=S)Nc2ccccc2)cc1COc1ccccc1F	.	3.2µM*	.	2.2µM*	0%	10%	-7%	-5%	.	-3%
Cc1cc(C)nc(SCCC(=O)Nc2cccc3ccccc23)n1	-7%	7%	-5%	-1%	-2%	0%	-3%	-3%	6%	-3%
COc1ccccc1-c1noc(-c2ccccc2C(=O)Nc2ccccc2)n1	2%	-4%	-1%	-3%	11%	4%	26%	1%	3%	11µM*
CCC(C)n1c(SCC(=O)Nc2ccc3[nH]c(=O)[nH]c3c2)nc2ccccc2c1=O (stereo unspecified)	6%	.	-40%	.	7%	-4%	0%	-9%	.	-1%
O=S(=O)(NCC(c1ccccc1)N1CCNCC1)c1ccc(Cl)cc1 (stereo unspecified)	-4%	-11%	-34%	-2%	1%	-4%	-1%	0%	-9%	-1%
CCOc1ccccc1N1CCN(CC(O)COc2ccc3c(C)cc(=O)oc3c2)CC1 (stereo unspecified)	-5%	.	0%	-11%[0.365 µM]	-1%	-17%	-1%	?	-17%	3%
Cc1nc(C)c(-c2ccn(C(=O)NC(C)C)n2)s1	-6%	5%	9%	16%	-1%	4%	-11%	-2%	-1%	6%
CC(OC(=O)Cc1n[nH]c(=O)c2ccccc12)C(=O)Nc1ccccc1[N+](=O)[O-] (stereo unspecified)	-5%	-9%	-7%	1%	-4%	-2%	-1%	-11%	?	4%
CC(OC(=O)Cn1cnc2c1c(=O)n(C)c(=O)n2C)C(=O)NC1(C#N)CCCCC1 (stereo unspecified)	-2%	.	19%	.	-2%	0%	1%	0%	.	-2%
COCCNC(=O)C(c1ccc(Cl)cc1)N(C(=O)CCC(=O)Nc1ccccn1)C1CCCC1 (stereo unspecified)	8%	-7%	14%	-6%	0%	1%	6%	-1%	-18%	9%
COc1ccc2[nH]c(C(=O)O)c(NS(=O)(=O)c3ccc(C)cc3C)c2c1	5%	9%	-11%	5%	1%	-1%	-1%	10%	7%	3%
CC(=O)N(C)c1ccc(N=Nc2c(C)[nH]n(-c3ccccc3)c2=O)cc1	15%	?	-14%	20µM*	0%	-7%	-10%	0%	29%	-15%
CCC(C)Oc1nc2c(c(=O)n(C)c(=O)n2C)n1C (stereo unspecified)	1%	11%	-27%	22%	-12%	1%	-3%[1.84 µM]	1%	-19%	2%
Cc1cccc2nc(CSC(=N)N)c(Br)n12	-12%	0%	-67%	-7%	-23%	-1%	-33%[inhibitor]	?	-2%	3%
COc1ccc(Br)cc1CNC(=O)Cc1cccs1	10%	23%	54%	31%	-1%	3%	11%	7%	-10%	-18%
O=C(N/N=C/CCc1ccccc1)c1ccccc1	0%	5%	1%	?	-6%	1%	-5%	10%	-7%	-16%
COc1ccc2[nH]cc(C(=O)CN3CCC(C)CC3)c2c1	.	-3%	?	0%	?	?	16%	?	16%	?
O=C1CCC(=O)N1OCCCCOc1ccccc1	-1%	1%	-4%	?	-1%	0%	-1%	-6%	-2%	-14%
Cc1cccc(Nc2nc3c(S(=O)(=O)c4ccccc4)nnn3c3ccccc23)c1	4%	-12%	-8%	-3%	0%	9%	-2%	-6%	.	-2%
CC(=O)N1CCN(C(=O)c2cc(S(=O)(=O)NCc3ccccc3)ccc2C)CC1	2%	-6%	-4%	-1%	0%	7%	-1%	4%	1%	-2%
Cc1cccc(NC(=O)CNC(=O)c2cc(C3CC3)nn2-c2ccccc2)c1C	0%	.	-11%	.	-4%	3%	-10%	-9%	.	2%
O=C(CSc1ccccc1)NCc1cccnc1	0%	1%	5%	41%	10%	4%	5%	5%	7%	4%
CCCCn1c(N)c(N(CCC(C)C)C(=O)c2cc(CC)c(C)s2)c(=O)[nH]c1=O	1%	.	-10%	.	-12%	3%	-1%	4%	.	-1%
Clc1cccc(Sc2ccc(-c3ccccn3)s2)c1	-18%	8%	19%	22%	3%	0%	-6%	-1%	232%[activator]	-15%
COc1ccc(NC(=S)NC(NC(=O)CCl)C(Cl)(Cl)Cl)c([N+](=O)[O-])c1 (stereo unspecified)	?	2%	-63%	-7%	2%	0%	0%	3%	?	1%
CCn1c(SCc2cccc(F)c2)nc2c(c1=O)SCC2	-6%	17%	-22%	-5%	-2%	-3%	1%	-2%	14%	-17%
CCOc1ccccc1NC(=O)CCCc1nc2ccccc2c(=O)[nH]1	.	3%	6%	-12%	-4%	16%	-8%	12%	-1%	-2%
C=C1C[C@H](O[C@@H]2O[C@H](CO)[C@@H](O)[C@H](O)[C@H]2O)[C@@H]2[C@H](OC(=O)[C@H]2C)[C@H]2[C@H](C)[C@H](O)C[C@@H]12	6%	.	1%	.	.	0%	.	2%	.	.
COC(=O)c1ccc(=O)n(CC(=O)c2ccc(Cl)cc2)c1	-8%	1%	-2%	8%	1%	2%	15%	9%	-4%	0%
CC1CCN(CCCOc2ccc(Cl)cc2Br)CC1	0%	-11%	71%	-3%	12%	-2%	19%	15%	.	?
Cc1ccccc1NNC(N)=S	2%	?	4%	?	-2%	-1%	2%	3%	1%	2%

Not a hit list. About 13% of those tested had a hit in this group.
